RmlC RmlD mix: inhibitors of RmlC and RmlD coupled enzymes; RmlC/RmlD coupled enzyme inhibition, 384-well mixture HTS; inhibition, % at 5.5 µM; 110,000 compounds, 0.39% hits; AID 1532; in the data active = inhibition above about 30%, passing the limit was not always enough; note: strong numbers were not always called active
HIV RNase H inh: blocks HIV-1 RNase H cleavage of RNA/DNA duplex. P04585. RT-RNase H RNA/DNA duplex cleavage, fluorescence. inhibition, % at 10 µM. 65,000 compounds, 1.9% hits. AID 565; in the data active = inhibition above about 50%
The depositor's hits bear a star; . = no result given. An excerpt; the hit share may differ from the screen's.

Sample of the layout:
SMILES	RmlC RmlD mix	HIV RNase H inh
CCC(Oc1ccccc1)C(=O)Nc1ccc(S(=O)(=O)Nc2cnc3ccccc3n2)cc1 (centres undefined)	2.4	.
Cc1ccc(-c2nc(N/N=C/c3cccc([N+](=O)[O-])c3)c3ccccc3n2)cc1	16.2	.
CN(C)C(=O)CSc1nnc(Cc2ccc([N+](=O)[O-])cc2)o1	5.3	.

The list itself, repeating the preview:
SMILES	RmlC RmlD mix	HIV RNase H inh
CCC(Oc1ccccc1)C(=O)Nc1ccc(S(=O)(=O)Nc2cnc3ccccc3n2)cc1 (centres undefined)	2.4	.
Cc1ccc(-c2nc(N/N=C/c3cccc([N+](=O)[O-])c3)c3ccccc3n2)cc1	16.2	.
CN(C)C(=O)CSc1nnc(Cc2ccc([N+](=O)[O-])cc2)o1	5.3	.
O=[N+]([O-])c1ccc(N2CCNCC2)cc1NCC1CCCO1 (centres undefined)	-13.9	.
COC(=O)c1sccc1NC(=O)c1ccoc1C	-6.3	-37.4
CN(C)CC/C=C1/c2ccccc2Sc2c(O)cc(Cl)cc21	-13.4	.
NC(N)=NC(N)=Nc1cccc(Cl)c1	1.0	.
CCn1c(-c2nonc2NC(=O)c2ccccc2)nc2ccccc21	12.2	.
CCN1CCN(S(=O)(=O)c2cc(OC)ccc2OC)CC1	6.0	-4.3
Cc1ccc(OCC(=O)NNC(=O)c2cc3ccccc3o2)cc1C	-2.7	.
O=C(O)CCc1ccc(-c2cccs2)n1NC(=O)c1ccccc1Br	-1.1	6.2
CC(=O)Nc1ccc(S(=O)(=O)NCC2CCC(C(=O)N3CCN(c4ccccn4)CC3)CC2)cc1 (centres undefined)	-8.3	1.2
COc1cc(OC)cc(C(=O)N[C@H](C(=O)Nc2ccccc2N2CCOCC2)C(C)C)c1	-33.6	.
COC(=O)c1ccc(CSc2nc3ccccc3[nH]2)o1	-11.9	.
COc1cccc(OCCOCCN(C)CCO)c1	9.0	-0.5
CCCCN(CCCC)c1ccc(C(=O)c2ccccc2C(=O)O)c(O)c1	6.3	.
CCN=C(Nc1cccc(F)c1)SC1CC(=O)N(c2ccc(OC)cc2)C1=O (centres undefined)	6.3	-5.8
CCn1c(=O)n(CC(=O)N2CCN(c3ccccc3F)CC2)c(=O)c2ccccc21	-12.2	-26.3
COc1ccc(/C(O)=C2/C(=O)C(=O)N(CCN(C)C)C2c2ccc(OC)c(OC)c2)c(C)c1 (centres undefined)	.	-18.8
CCCCCCCCN1C(=O)C(O)=C(C(C)=O)C1c1ccccn1 (centres undefined)	-10.3	.
COc1ccc(CNC(=O)c2noc3c2CCCCC3)cc1	-11.4	12.0
Cc1ccc(N2C(=O)CC(c3ccsc3)C3=C2CC(C)(C)CC3=O)cc1 (centres undefined)	-4.3	.
O=C1CC(=O)N(CCNc2ncc(C(F)(F)F)cc2Cl)C(=O)N1	6.7	.
COc1cc(OC)c(NC(=O)CCc2nc(-c3cccs3)no2)cc1Cl	-0.1	-3.0
CCOc1ccc2nc(NC(NC(=O)CC)(C(=O)OC)C(F)(F)F)sc2c1 (centres undefined)	4.3	-3.4

Nothing new here: entries from further up.
SMILES	RmlC RmlD mix	HIV RNase H inh
COc1ccc(/C(O)=C2/C(=O)C(=O)N(CCN(C)C)C2c2ccc(OC)c(OC)c2)c(C)c1 (centres undefined)	.	-18.8
CCCCCCCCN1C(=O)C(O)=C(C(C)=O)C1c1ccccn1 (centres undefined)	-10.3	.
COc1ccc(CNC(=O)c2noc3c2CCCCC3)cc1	-11.4	12.0
Cc1ccc(N2C(=O)CC(c3ccsc3)C3=C2CC(C)(C)CC3=O)cc1 (centres undefined)	-4.3	.

Next section:
SMILES	RmlC RmlD mix	HIV RNase H inh
Cc1c(CCOC(=O)C2C3CC4CC(C3)CC2C4)sc[n+]1CC(=O)c1ccc(Br)cc1 (centres undefined)	-6.6	.
NS(=O)(=O)c1ccc(N2N=C(c3ccc(Br)cc3)CC2c2ccc(F)cc2)cc1 (centres undefined)	-401.7	.
CCOC(=O)c1cnc(-n2nc(C)cc2C)nc1NCc1ccc2c(c1)OCO2	-12.2	-2.3
O=C(CN1CCOCC1)N1CCCc2c1c(=O)oc1ccc(OCc3ccccc3)cc21	-8.6	-10.1
COC(=O)c1c(C)n(Cc2ccco2)c2ccc(O)cc12	13.6	.
Cc1ccc(C(=O)N/N=C/c2cc(C)n(-c3ccc(Br)cc3)c2C)cc1[N+](=O)[O-]	3.0	.
CCS(=O)(=O)N1CCN(Cc2nc3ccccc3c(=O)[nH]2)CC1	-2.9	-7.0
Cc1cccc(C(=O)Nc2ccc(O)c3c(=O)cc(-c4ccccc4Cl)oc23)c1	-8.7	.
COc1ccc(N=C(C)c2c(O)n(C3CCCCC3)c(=O)[nH]c2=O)c(OC)c1	10.4	7.7
O=C(NCCc1ccccc1)C(=O)NCC1CCCO1 (centres undefined)	-9.5	.
CCS(=O)(=O)N1CCN(c2ccc([N+](=O)[O-])c(N3CCOCC3)c2)CC1	11.7	.
COC(=O)C1=C(C)NC(=O)C1(Nc1nccs1)C(F)(F)F (centres undefined)	1.0	-5.8
O=C(Cn1nnc(-c2ccccc2)n1)NCc1ccc2c(c1)OCO2	4.0	-23.7
CCOC(=O)N1CCC(N2Cc3cccc(C(=O)NCc4ccc(C)cc4)c3C2=O)CC1	5.0	6.1
Clc1ccc(Cc2nnc(-c3ccccc3Br)o2)cc1	8.1	-38.4
N#Cc1ccc(Sc2nc3ccccc3[nH]2)cc1C#N	-11.0	-2.6
O=C(CN1C(=O)NC2(CCCC2)C1=O)Nc1ccccc1F	-10.1	.
Cc1nc(Cl)c2oc3ccccc3c2n1	-14.6	.
Cc1ccccc1-n1c(C)nnc1SCC(=O)NCC1CCCO1 (centres undefined)	5.7	-10.6
Cc1nn2c(N3CCCC3)cc(C(C)C)nc2c1-c1ccccc1	-7.3	-3.0
C=CCC(CC=C)(NC(=O)c1ccccc1C)c1ccccc1	8.2	.
Cc1cc2ccccc2n1CCNC(=O)c1ccc(Br)o1	13.1	.
CCOc1cccc(NC(=O)CC#N)c1	-4.4	-6.9
CCC1c2ccc(C)n2CCN1C(=O)Nc1ccccc1C(=O)OC (centres undefined)	55.2	-22.2
Cc1ccccc1C(=O)N1CCC(C(=O)Nc2ccc3c(c2)OCCO3)CC1	8.3	.

Ordered by SMILES length (high to low): some entries from above.
SMILES	RmlC RmlD mix	HIV RNase H inh
Cc1ccc(C(=O)N/N=C/c2cc(C)n(-c3ccc(Br)cc3)c2C)cc1[N+](=O)[O-]	3.0	.
CCOC(=O)N1CCC(N2Cc3cccc(C(=O)NCc4ccc(C)cc4)c3C2=O)CC1	5.0	6.1
COc1ccc(N=C(C)c2c(O)n(C3CCCCC3)c(=O)[nH]c2=O)c(OC)c1	10.4	7.7
COC(=O)c1c(C)n(Cc2ccco2)c2ccc(O)cc12	13.6	.
N#Cc1ccc(Sc2nc3ccccc3[nH]2)cc1C#N	-11.0	-2.6
CCOc1cccc(NC(=O)CC#N)c1	-4.4	-6.9

4 entries from above, comma-delimited.
compound,RmlC RmlD mix,HIV RNase H inh
O=C(CN1C(=O)NC2(CCCC2)C1=O)Nc1ccccc1F,-10.1,.
Cc1nc(Cl)c2oc3ccccc3c2n1,-14.6,.
Cc1ccccc1-n1c(C)nnc1SCC(=O)NCC1CCCO1 (centres undefined),5.7,-10.6
Cc1nn2c(N3CCCC3)cc(C(C)C)nc2c1-c1ccccc1,-7.3,-3.0

Going on with the list:
SMILES	RmlC RmlD mix	HIV RNase H inh
CCOC(=O)CCCCC(=O)c1[nH]c(=O)[nH]c1CSc1nc(-c2ccccc2)c(C#N)c(=O)[nH]1	14.1	1.1
COc1ccc(-c2nnc(SCC(=O)OC3CCCCC3)o2)cc1OC	-13.3	2.5
COc1ccc(NC(=O)C2CCC(C)(C(=O)O)C2(C)C)cc1 (centres undefined)	-16.2	-10.2
CCOC(=O)C1/C(=N\O)CC(C)(O)C(C(=O)OCC)C1c1ccc(OC)c(OC)c1 (centres undefined)	4.0	-4.9
O=C(Cn1cnc2ccccc2c1=O)N1CCN(c2ccccc2)CC1	2.2	.
CCOCCCNC(=O)c1ccccc1SCC	-4.4	2.1
COc1ccc2c(c1)-c1nc(NC(=O)c3ccco3)sc1CC2	.	-0.3
O=C(C(c1ccccc1)N1CCOCC1)N1CCOCC1 (centres undefined)	41.3	-12.5
O=C(OCC(=O)N1CCOCC1)c1ccccc1SCC(=O)N1CCCC1	-8.2	-4.4
O=C(C1=C[C@H](c2ccc(C(F)(F)F)cc2)C[C@H](OCc2ccc(CO)cc2)O1)N1CCOCC1	8.9	.
CC(=O)c1c(N2CCCCC2)nc(=O)n(-c2ccccc2)c1C	-10.4	-21.6
CCOC(=O)c1c(NC(=O)CCc2ccc(CC)o2)sc(C)c1C	-2.6	.
CC(C)(C)C(=O)Nc1ccccc1C(=O)Nc1cc(Cl)ccc1Cl	0.8	.
Cc1cc(=O)n2nc(N3CCC(C(=O)NCc4cccnc4)CC3)sc2n1	.	-10.0
CCOc1ccccc1OCC(=O)Nc1nnc(COC)s1	3.8	-7.1
OCCNc1ncnc2c1c(-c1ccccc1)c(-c1ccccc1)n2Cc1ccco1	-23.1	-15.5
CN(C)c1ccc(-c2nnc(-c3ccc(S(=O)(=O)C(F)F)cc3)o2)cc1	18.4	43.4
CCC(CO)Nc1ncnc2c1cnn2-c1ccc(Cl)cc1 (centres undefined)	-3.2	-0.3
CCCCNC(=O)CSc1nc2ccccc2c(=O)n1C1CCCC1	-28.5	-21.4
NC1=NC[C@H](Cc2ccccc2)N1CC1CCCCC1	-7.5	.
Cn1c(=O)c2ccccc2n(Cc2ccccc2F)c1=O	-8.9	-57.7
CCN1C=C(Cc2ccc(F)cc2)C2=C(C1)C(c1ccc(F)cc1)C(C#N)=C(N)O2 (centres undefined)	-7.4	.
COc1cc(C(CCN2CCCC(C)C2)c2c(OC)cc(OC)c3c(-c4ccccc4)cc(=O)oc23)cc(OC)c1OC (centres undefined)	3.8	.
CC1(c2ccccc2)NC(=O)N(CCN2C(=O)c3ccccc3C2=O)C1=O (centres undefined)	-10.0	-6.9
O=C(Nc1ccc(N2CCOCC2)c(Cl)c1)c1cc2ccccc2o1	8.8	.
Continued:
SMILES	RmlC RmlD mix	HIV RNase H inh
Cc1ccc2cccc(SCC(=O)N3CCOCC3)c2n1	-8.4	-3.6
Cn1c(Cc2ccccc2)nnc1SCC(=O)Nc1ccccc1N1CCOCC1	9.9	3.0
CC1=NOC(=O)/C1=C\c1ccc(-c2cc(Cl)ccc2Cl)o1	3.0	.
COC(=O)CSc1nc2c(c(-c3ccco3)c1C#N)CCCC2	3.2	46.3
C=CCn1c(SCC(=O)Nc2ccccc2C)nnc1-c1ccncc1	1.6	2.1
CCN1CCN(c2ncc(C(=O)Nc3cc(Cl)c(OC)cc3OC)c3ccccc23)CC1	.	-1.9
Cc1cc(N2C(=O)CC(N3CCC(n4c(=O)[nH]c5ccccc54)CC3)C2=O)no1 (centres undefined)	7.2	32.9
O=C(CCCn1c(=O)c2sccc2n(Cc2ccc(F)cc2)c1=O)NCc1ccco1	11.5	-12.7
O=C(NCc1ccc2c(c1)OCO2)c1ccc(CN2CCc3ccccc3C2)cc1	-5.3	.
COc1ccc(C(=O)NCCSCc2ccccc2C)cc1	10.2	.
CCn1c(COc2cc(C)cc(C)c2)nnc1SCC(=O)N1CCN(c2ccccc2)CC1	-4.9	.
Cc1onc(-c2c(Cl)cccc2Cl)c1C(=O)Nc1ccc2c(c1)OCCO2	5.3	-8.1
CCCCCC(C)n1[nH]c(=O)c2c(C)cc(C)nc21 (centres undefined)	5.0	-15.3
CC(C)CC(=O)NC(NC(=S)Nc1sc2c(c1C#N)CCCC2)C(Cl)(Cl)Cl (centres undefined)	-12.3	.
Cc1occc1C(=O)NNC(=O)c1ccc(F)cc1	3.7	.
O=C(Nc1ccc(O)c2c(=O)cc(-c3ccccc3Cl)oc12)c1ccc(Cl)cc1Cl	7.4	.
COCCCn1c(=N)c(C(=O)NCC2CCCO2)cc2c(=O)n3cccc(C)c3nc21 (centres undefined)	.	-19.8
CCOC(=O)N1CCC(NC(=O)CN2C(=O)CCSc3ccccc32)CC1	-11.0	-2.0
CCOC(=O)C1C(C#N)=C(N)OC(C)=C1c1ccncc1 (centres undefined)	-9.4	-11.9
N#CCN1CCN(CC(=O)Nc2ccc(OCc3ccccc3)cc2)CC1	-37.0	.
O=P(O)(O)c1ccccc1OCCCCCOc1ccccc1P(=O)(O)O	3.7	-10.9
Brc1ccc(C2=Nn3c(nnc3-c3cccnc3)SC2)s1	16.4	-23.2
COc1cc(C2CC(=O)NC3=C2C(=O)CC(C)(C)C3)ccc1O (centres undefined)	-8.5	16.1
CCOc1ccccc1OCCCOc1ccc([N+](=O)[O-])cc1Cl	5.4	.
CS(=O)(=O)Nc1ccc2c(c1)nc1n2CCOC1	7.7	-2.7
New compounds follow:
SMILES	RmlC RmlD mix	HIV RNase H inh
CC(=O)Nc1ccc(S(=O)(=O)N2CCN(CC(=O)NC3CCCC3)CC2)cc1	-17.5	-4.9
Cc1cc(C)c2cc(CN(CC3CCCO3)C(=O)NC3CCCCC3)c(=O)[nH]c2c1 (centres undefined)	.	3.9
O=C(COc1ccc(Br)cc1)N1CCCCCC1	9.2	-14.1
O=C(Nc1ccc(Cl)cc1)Nc1ccc(N2CCOCC2)cc1	7.1	7.4
COc1ccc(S(=O)(=O)Oc2ccc3c(c2)O/C(=C\c2cccnc2)C3=O)cc1	16.3	.
CC1(C)CNC(=O)C=C(c2ccccc2)C1	-16.3	-4.9
Cc1c(Br)cc(C(=O)N2CCN(CCO)CC2)c(C)c1C	3.7	-6.0
COc1ccc(N(CC(=O)N/N=C/c2cccc3c2OCCO3)S(=O)(=O)c2ccc(NC(C)=O)cc2)cc1	17.3	.
Cc1cc(C(=O)CSc2ccc(F)cc2)cc(C)c1OC(=S)N(C)C	-6.3	.
CCOc1ccc(NC(=O)Nc2cc(C)ccc2OC)cc1	6.0	12.2
COc1ccccc1CNC(=O)c1cc2c(=O)n(C)c3ccccc3c2n1C	.	88.9*
CC(C)(C)SCCNC(=O)COc1ccccc1	95.6	-4.4
N#CCSc1nc2ccccc2c(=O)n1CCC(=O)NC1CCCCC1	-3.8	-4.4
CC(O)Cc1cn(CC(=O)N2CCNCC2)nn1 (centres undefined)	-10.8	.
CCCCC1=CC2=C(c3ccco3)C(=O)C(C)(OC(=O)c3ccc(OC)cc3)C(=O)C2=CN1C(CO)CO (centres undefined)	4.5	.

Screens deposited in PubChem by several laboratories.
